Screening results deposited in PubChem by National Center for Advancing Translational Sciences (NCATS).
Eya2 inh: inhibitors of human Eya2 phosphatase activity; Potency, µM (series often up to 76.9 µM), for inactives: at the top dose activity, negative = inhibition, actives largely listed as inhibitors; O00167; AID 488837; 0.006% of 330,000 active; recombinant Eya2, OMFP fluorescence dephosphorylation (OMFP is methylfluorescein phosphate); further: potency means the concentration at half of the fitted maximal effect; on the % scale 0 is the no-effect control and ±100 the full control effect
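Eya2 (0.2 uM) preincubated 10 min at ambient with compound, then OMFP substrate added at 50 uM; 10 min reaction in 50 mM HEPES pH 7.5, 50 mM NaCl, 5 uM MgCl2, 0.05% BSA, 1 mM DTT. Fluorescence read at Ex 485/Em 525 nm.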
ELG1 repair inh: ELG1-dependent DNA repair inhibition; 2.3% of 330,000 active; Potency, µM (top dose mostly 46.1 µM), for inactives: at the highest dose activity change, negative = inhibition, hits mostly inhibitors; HEK293T ELG1-luciferase reporter, luminescence, 16 h; DNA damage induced by 5-fluorouridine; further: potency means the concentration at half of the fitted maximal effect; on the % scale 0 is the no-effect control and ±100 the full control effect; nearly all actives have a fitted effect of over 55% in size
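HEK293T cells expressing luciferase-tagged ELG1 (2,000/well) received 5-Fluorouridine plus compound or DMSO for 16 hr at 37 °C. Luciferase was read by ONE-Glo luminescence after 30 min at room temperature.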
TSHR antag: human thyrotropin receptor antagonism | activity change, negative = inhibition, % at 11.5 µM | P16473 | TSHR-expressing cells, TSH-stimulated cAMP HTRF, 2 h; stronger effect = lower value | 0.2% of 330,000 active | AID 504810;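 active means activity change below a set negative limit, meaning inhibition stronger than a set level, cut at about -70% in these data; inconclusive means activity change between two set negative limits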; further: on the % scale 0 is the no-effect control and ±100 the full control effect
Target sequence (P16473 whole entry, looked up): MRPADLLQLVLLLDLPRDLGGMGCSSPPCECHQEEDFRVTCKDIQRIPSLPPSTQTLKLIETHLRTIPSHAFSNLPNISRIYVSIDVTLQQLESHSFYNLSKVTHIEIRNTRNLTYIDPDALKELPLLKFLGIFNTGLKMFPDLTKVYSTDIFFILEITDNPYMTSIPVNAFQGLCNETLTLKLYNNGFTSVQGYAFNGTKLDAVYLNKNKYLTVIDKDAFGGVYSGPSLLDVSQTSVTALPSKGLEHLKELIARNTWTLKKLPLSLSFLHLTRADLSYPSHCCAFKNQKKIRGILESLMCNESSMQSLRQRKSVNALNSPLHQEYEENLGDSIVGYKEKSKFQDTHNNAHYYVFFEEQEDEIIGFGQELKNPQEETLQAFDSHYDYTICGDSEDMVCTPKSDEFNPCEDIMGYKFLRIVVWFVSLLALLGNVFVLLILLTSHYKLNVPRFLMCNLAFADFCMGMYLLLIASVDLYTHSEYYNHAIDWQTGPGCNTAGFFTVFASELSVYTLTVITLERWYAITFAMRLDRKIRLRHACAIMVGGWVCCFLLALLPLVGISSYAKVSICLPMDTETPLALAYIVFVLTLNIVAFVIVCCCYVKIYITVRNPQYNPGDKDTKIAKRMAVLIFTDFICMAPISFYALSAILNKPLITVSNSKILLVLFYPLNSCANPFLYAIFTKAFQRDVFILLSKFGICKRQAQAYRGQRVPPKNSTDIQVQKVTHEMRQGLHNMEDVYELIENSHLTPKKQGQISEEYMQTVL
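Inhibition of cAMP made by TSHR-expressing cells under TSH stimulation (4nM final, EC80; 2 h, 37 deg C) is quantified with a one-step lysis HTRF kit, anti-cAMP cryptate versus cAMP-d2.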
USP2a block: blocks human ubiquitin-specific protease USP2a; 0.01% of 330,000 active; USP2 core, Ub-CHOP2 coupled fluorogenic reporter, 485/531; O75604; Potency, µM (highest dose often 38.3 µM), without a hit: at the highest dose activity change, negative = inhibition, hits mostly inhibitors;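 further: potency means the concentration at half of the fitted maximal effect; plate controls were DMSO wells for no effect and full inhibition by NEM control for full effect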
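USP2 core (10nM final) preincubated 30min RT with compound in 20mM Tris-HCl pH 8.0, 2mM CaCl2, 2mM beta-mercaptoethanol, 0.05% CHAPS; 25nM Ub-CHOP2 plus 25nM reporter substrate added, fluorescence (Ex485/Em531) read after 60min.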
Mito fusion act: inhibitors of mitochondrial division or activators of mitochondrial fusion; 0.23% of 320,000 active; Potency, µM (doses to about 46.1 µM), without a hit: at the top dose growth rescue (activation), hits mostly activators; S. cerevisiae fusion-defective mutant growth rescue, CellTiterGlo 48 h; AID 485298;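 further: potency means the concentration at half of the fitted maximal effect; % of control where 0% means no effect; nearly all actives have a fitted effect of over 45% in size; temperature-sensitive fusion mutants such as fzo1-1 at 37 °C on non-fermentable ethanol glycerol medium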
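Compounds are tested for their ability to restore growth of mitochondrial fusion-defective yeast strains at non-permissive 37C in YPEG medium over 48 hours. Viability is quantified by luciferase luminescence.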
KCNH2 3.1 block: inhibitors of human KCNH2 3.1 potassium channel isoform. U2OS KCNH2 3.1, thallium flux FluxOr; stronger effect = lower value. activity change, % (tested at about 1.8 µM). 0.95% of 340,000 active. AID 720553;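 active means maximum activity change below -70%; inconclusive means maximum activity change from -70% to -50%; inactive means maximum activity change above -50%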;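 further: thallium influx rate constant from kinetic fluorescence after stimulation buffer; on the % scale 0 is the no-effect control and ±100 the full control effect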
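U2OS cells transduced with KCNH2 3.1 mutant virus (1.77 x 10^8 /mL, 4 h), plated overnight at 37 C, loaded 45 min with FluxOr dye plus Red40 quencher. Thallium flux rate constant from kinetic reads after stimulation buffer, normalised to controls.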
TRPV1 agonist: human TRPV1 agonism. Q8NER1. TRPV1-expressing cells, Fluo-8 calcium influx, agonist mode. activation, % at 8.33 µM. 0.19% of 320,000 active. AID 540275; in the data active means activation above about 80%; inconclusive means between about 30% and that limit; further: 0% is about no effect
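TRPV1-expressing cells were cultured overnight at 35.5C and loaded with Fluo-8 calcium dye for 40 to 90 min at room temperature. After a 10 s baseline, compound was added and calcium influx was read kinetically for 3 min (ex 480/em 520 nm).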
A-T KAP1 phos: candidate therapy for ataxia-telangiectasia | […] A-T fibroblasts, KAP-1 phosphorylation AlphaLISA; neocarzinostatin DNA damage 30 min before lysis | Potency, µM (titrated, usually from 57.5 µM), for inactives: at the top dose activation, usual class: activators | 0.19% of 320,000 active | AID 485349; further: potency means the concentration at half of the fitted maximal effect; % of control where 0% means no effect; nearly all actives have a fitted effect of over 45% in size
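ATM-like activity read as KAP-1 phosphorylation via AlphaLISA donor/acceptor antibody pairs after lysis and 6 hr at 25C. Cells were ATM-null patient fibroblasts ([…], hTERT), dosed 60 min, then exposed to the DSB inducer NCS for 30 min.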
KCNH2 WT inh: KCNH2 (human, wildtype) channel inhibition; Q12809; 0.37% of 340,000 active; activity change, % at 1.84 µM; U2OS, BacMam KCNH2, thallium flux FluxOr; stronger effect = lower value;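 active means maximum activity change below -70%; inconclusive means maximum activity change between -70% and -50%; inactive means maximum activity change above -50%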; further: on the % scale 0 is the no-effect control and ±100 the full control effect
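U2OS cells transduced with wild-type KCNH2 virus are loaded with FluxOr dye for 45 min, and thallium flux is measured in kinetic reads before and after stimulation buffer. Rate constants are normalized to DMSO controls.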
TCR act: activates T cell receptor signaling; primary human leukocytes, anti-CD3, IL-2 HTRF, 48 h; 330,000 tested, under 10 active; Potency, µM (highest dose often 9.22 µM), for inactives: at the highest dose activation of IL-2 secretion, usual class: activators; further: % of control where 0% means no effect
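Readout: HTRF IL-2, Eu-cryptate/d2 antibody pair, 320nm excitation, 665nm emission. Stimulus: a-CD3 beads, no co-stimulation. Cells: primary human leukocytes. Exposure: 48 hr with compound.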
Starred values were filed as active, the others as inactive; [ ] = dose if it differs, or a comment. Unless noted, the call rests on the fitted dose curve; in most records, active means well fitted curve in the direction sought with a large enough effect; inconclusive means small, poorly fitted or top-dose-only effect, or another doubt; inactive means no such curve, though single readings can be large; an effect the other way counts as inactive or inconclusive. A portion of the library. The share of hits here may be higher or lower than overall.

`Cc1cccc(C(=O)NC2CCCc3ccccc32)c1` (configuration not stated) gave Eya2 inh -6%, ELG1 repair inh 9%, TSHR antag -10, USP2a block 2%, Mito fusion act 3%, TRPV1 agonist 11 and A-T KAP1 phos 2%.
`COCCNC(=O)/C(C#N)=C\c1ccc(CNS(=O)(=O)c2ccc(C)cc2)o1` gave Eya2 inh -14%, ELG1 repair inh 8%, TSHR antag 23, USP2a block 4%, Mito fusion act -9%, KCNH2 3.1 block 18, TRPV1 agonist -5, A-T KAP1 phos 1%, KCNH2 WT inh 1 and TCR act -6%.
Screening COc1ccc(C(=O)COC(=O)CCn2nnc(-c3cccc(O)c3OC)n2)cc1 returned Eya2 inh 3%, ELG1 repair inh 0%, TSHR antag -3, USP2a block 0%, Mito fusion act -3%, KCNH2 3.1 block -20, TRPV1 agonist -2, A-T KAP1 phos 7%, KCNH2 WT inh 2 and TCR act 6%.
Screening CC(C)(C)NC(=O)COc1ccc(CNc2ncn[nH]2)cc1 returned Eya2 inh 15%, ELG1 repair inh -3%, TSHR antag -6, USP2a block 1%, Mito fusion act -4%, KCNH2 3.1 block 14, TRPV1 agonist 0, A-T KAP1 phos 4%, KCNH2 WT inh -4 and TCR act 1%.
Screening COC(=O)C(Cc1c[nH]c2ccccc12)NC(=O)c1cccc(S(=O)(=O)N2CCCCC2)c1 (configuration not stated) returned Eya2 inh 5%, ELG1 repair inh 9%, TSHR antag -15, USP2a block 0%, Mito fusion act 0%, KCNH2 3.1 block -17, TRPV1 agonist 0, A-T KAP1 phos -3%, KCNH2 WT inh -12 and TCR act -3%.
`O=[N+]([O-])c1ccc(/C=N/n2c(C3CCCCC3)n[nH]c2=S)cc1` gave Eya2 inh -7%, ELG1 repair inh 29%, TSHR antag -8, USP2a block 1%, Mito fusion act -5%, KCNH2 3.1 block -4, TRPV1 agonist -8, A-T KAP1 phos 9%, KCNH2 WT inh -2 and TCR act 4%.
Screening COc1cccc(CNC(=O)Nc2cccs2)c1 returned Eya2 inh 16%, ELG1 repair inh inconclusive, TSHR antag -6, USP2a block 1%, Mito fusion act -8%, KCNH2 3.1 block 0, TRPV1 agonist 24, A-T KAP1 phos -3%, KCNH2 WT inh -1 and TCR act -9%.
`S=C(NCc1cccs1)Nc1ccccc1Cl` gave Eya2 inh 0%, ELG1 repair inh 1%, TSHR antag -4, USP2a block 1%, Mito fusion act -2%, KCNH2 3.1 block 1, TRPV1 agonist -8, KCNH2 WT inh 8 and TCR act 5%[46.1 µM].
For Cc1ccccc1-n1c(SCc2c(C)noc2C)nnc1-c1cccnc1 the results were Eya2 inh 9%, ELG1 repair inh 13%, TSHR antag 5, USP2a block 9%, Mito fusion act 0%, KCNH2 3.1 block 9, TRPV1 agonist 3, A-T KAP1 phos -3%, KCNH2 WT inh -4 and TCR act 7%.
Cc1c(-c2c(C#N)c(N)nc3c2CCCCCC3)cnn1C was read as Eya2 inh 2%, ELG1 repair inh -18%, TSHR antag 10, USP2a block 0%, Mito fusion act -2%, KCNH2 3.1 block -8, TRPV1 agonist 5, A-T KAP1 phos 2%, KCNH2 WT inh 9 and TCR act -1%.
Screening Cc1ccc(S(=O)(=O)N(C)c2ccc(C(=O)NCC3CCCO3)cc2)cc1 (configuration not stated) returned Eya2 inh -2%, ELG1 repair inh -5%, TSHR antag 10, USP2a block -1%, Mito fusion act 0%, KCNH2 3.1 block 1, TRPV1 agonist 0, A-T KAP1 phos 1%, KCNH2 WT inh 4 and TCR act 2%.
Screening COc1ccccc1C1CCN(C(=O)c2ccc(C(C)(C)C)cc2)CC1 returned Eya2 inh -6%, ELG1 repair inh inconclusive, TSHR antag -6, USP2a block 1%, Mito fusion act -13%, KCNH2 3.1 block -15, TRPV1 agonist inconclusive, A-T KAP1 phos 4%, KCNH2 WT inh 0 and TCR act 3%.
For COc1ccc(COC(=O)C2=C(C)NC(=O)NC2c2cccc(OC)c2OC)cc1 (configuration not stated) the results were Eya2 inh 10%, ELG1 repair inh -7%, TSHR antag -3, USP2a block 0%, Mito fusion act -2%, KCNH2 3.1 block 3, TRPV1 agonist -2, A-T KAP1 phos 1%, KCNH2 WT inh -8 and TCR act -1%.
Screening CCN(CC(=O)NCc1ccc(Cl)cc1)C(=O)CSc1cccc(C(F)(F)F)c1 returned Eya2 inh -7%, ELG1 repair inh -20%, TSHR antag 17, USP2a block 0%, Mito fusion act 25%, KCNH2 3.1 block -48, TRPV1 agonist inconclusive, A-T KAP1 phos 7%, KCNH2 WT inh -2 and TCR act -1%.
Cc1ccc(F)cc1NC(=O)c1cccc(N(C)C)c1 was read as Eya2 inh 22%, ELG1 repair inh inconclusive, TSHR antag 11, USP2a block -2%, Mito fusion act 12%, KCNH2 3.1 block -3, TRPV1 agonist -2, A-T KAP1 phos -5%, KCNH2 WT inh 1 and TCR act -1%.
`COc1cccc2cc(C(C)N(CCCN3CCOCC3)C(=S)Nc3ccc(C)c(C)c3)oc12` (configuration not stated) gave Eya2 inh -2%, ELG1 repair inh 5%, TSHR antag -5, USP2a block 0%, Mito fusion act -9%, KCNH2 3.1 block -1, TRPV1 agonist 8, A-T KAP1 phos 4%, KCNH2 WT inh 13 and TCR act 5%.
Screening O=C(C(Cl)Cl)N1c2ccccc2OCC1c1ccccc1 (configuration not stated) returned Eya2 inh 10%, ELG1 repair inh -1%, TSHR antag 2, USP2a block -1%, Mito fusion act inconclusive, KCNH2 3.1 block -6, TRPV1 agonist 0, A-T KAP1 phos 1%, KCNH2 WT inh -9 and TCR act 3%.
COc1ccc(C2NC(=O)C(C)S2)cc1 (configuration not stated) was read as Eya2 inh -8%, ELG1 repair inh 1%, TSHR antag 15, USP2a block -1%, Mito fusion act -1%, KCNH2 3.1 block 5, TRPV1 agonist -2, A-T KAP1 phos 7%, KCNH2 WT inh 8 and TCR act -3%.
For COc1cc2oc(=O)ccc2cc1-c1c(OC)ccc2ccc(=O)oc12 the results were Eya2 inh 4%, ELG1 repair inh -12%, TSHR antag 6, USP2a block 0%, KCNH2 3.1 block 7, A-T KAP1 phos 1%, KCNH2 WT inh -7 and TCR act -1%.
CCn1c(COc2cccc3ccccc23)nnc1SCC(N)=O was read as Eya2 inh 6%, ELG1 repair inh 9%, TSHR antag 5, USP2a block 1%, Mito fusion act -3%, KCNH2 3.1 block 15, TRPV1 agonist -4, A-T KAP1 phos 15%, KCNH2 WT inh 4 and TCR act 0%.
Screening COc1ccc(S(=O)(=O)NC(C)C(=O)Nc2ccccc2F)cc1 (configuration not stated) returned Eya2 inh 8%, ELG1 repair inh 2%, TSHR antag -3, USP2a block 3%, Mito fusion act 2%, KCNH2 3.1 block 3, TRPV1 agonist 1, A-T KAP1 phos -1%, KCNH2 WT inh 1 and TCR act 0%.
`Oc1ccc(-n2nnnc2SCc2c(F)cccc2Cl)cc1` gave Eya2 inh -2%, ELG1 repair inh 2%, TSHR antag 3, USP2a block 0%, Mito fusion act inconclusive, KCNH2 3.1 block -2, TRPV1 agonist 1, A-T KAP1 phos 4%, KCNH2 WT inh -20 and TCR act 5%.
`COc1ccc2cc(C(=O)C3CCCN(C(=O)/C=C/c4ccccn4)C3)ccc2c1` (configuration not stated) gave Eya2 inh -8%, ELG1 repair inh 4%, TSHR antag 10, USP2a block 4%, Mito fusion act -4%, KCNH2 3.1 block 0, TRPV1 agonist 1, A-T KAP1 phos -4%, KCNH2 WT inh 0 and TCR act 3%.
Screening Cc1noc2ncnc(Oc3ccccc3)c12 returned Eya2 inh -10%, ELG1 repair inh 14%, TSHR antag 3, USP2a block 2%, Mito fusion act -10%, KCNH2 3.1 block -3, TRPV1 agonist -4, A-T KAP1 phos 0%, KCNH2 WT inh -10 and TCR act 10%.
Screening Cc1cccc(Oc2nc3ccccn3c(=O)c2/C=C(\C#N)C(=O)NC2CCS(=O)(=O)C2)c1C (configuration not stated) returned Eya2 inh -22%, ELG1 repair inh inconclusive, TSHR antag -12, USP2a block 0%, Mito fusion act 5%, KCNH2 3.1 block 11, TRPV1 agonist 1, A-T KAP1 phos 8%, KCNH2 WT inh 4 and TCR act 13%.
